MITF act: activators of MITF-driven TRPM1 promoter reporter, primary screen, cell-based, SK-MEL-5, luciferase, single point. 300,000 tested, 0.75% active. AID 588334, 2011. SK-MEL-5 TRPM1-promoter luciferase, 24 h; % of positive control, neutral wells = 0. activation, % at 12.5 µM;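 active means mean activation of at least 80% with every replicate also reaching 80%; inconclusive means mean reaches 80% but some replicate falls short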;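 further: 0% = neutral control wells and 100% = parthenolide positive control wells; values of inactives mirror those of a sister screen read the other way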
Wnt bcat act: Wnt/beta-catenin pathway activators, primary screen, cell-based, plate reader, single point; activation, % at 9.35 µM; Wnt/beta-catenin reporter cell assay, activator; 300,000 tested, 1.2% active; AID 743398, 2014; in the data active means activation above about 30%, passing the limit was not always enough; inconclusive means no clear call, values can overlap the other calls;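 further: 0% = neutral control wells and 100% = positive control wells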
PvdQ acylase: P. aeruginosa PvdQ acylase inhibitors, primary screen, biochemical, fluorescence, plate reader and imaging, single point; PvdQ acylase [Pseudomonas aeruginosa LESB58]; purified PvdQ acylase; inhibition, % at 10 µM; 340,000 tested, 0.063% active; AID 488965, 2010; in the data active means inhibition above about 30%, passing the limit was not always enough; inconclusive means no clear call, values can overlap the other calls;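 further: 0% = vehicle neutral wells and 100% = reference inhibitor wells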
HTR5A ag: HTR5A agonists in luminescence cell assay, primary screen, counter-screen for OPRM1-OPRD1 heterodimer agonist project, full-deck HTS; activation, % at 9.3 µM; 5-hydroxytryptamine receptor 5A (Homo sapiens), P47898; 340,000 tested, 0.61% active; cell-based; AID 504692, 2011; in the data active means activation mostly above about 9.5%, no sharp cut-off; inactive means mostly below about 7.6%;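 further: 0% = cells with vehicle only and 100% = reference agonist; strong numbers were not always called active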
HTR5A inv ag: HTR5A inverse agonists in luminescence cell assay, primary screen, counter-screen for OPRM1-OPRD1 heterodimer inverse agonist project, full-deck HTS. 5-hydroxytryptamine receptor 5A (Homo sapiens), P47898. HTR5A cell line, inverse agonism. inhibition, % at 9.3 µM. 340,000 tested, 0.083% active. AID 504634, 2011; in the data active means inhibition mostly above about 23%, no sharp cut-off; inactive means mostly below about 18%;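 further: 0% = cells with DMSO and 100% = no-cell wells with DMSO; some compounds called inactive have numbers as strong as hits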
NSD2 HMT inh: NSD2 histone methyltransferase inhibitors, primary screen, biochemical, AlphaScreen, single concentration, set 2. inhibition, % at 12.5 µM. NSD2 peptide methylation, 120 min. Histone-lysine N-methyltransferase NSD2 (Homo sapiens), O96028. 310,000 tested, 0.54% active; in the data active means inhibition above about 50%
CDK5 p35 inh: inhibitors of human CDK5/p35 kinase, primary screen, biochemical, single concentration; Recombinant CDK5/p35, ADP-Glo luminescence, 60 min; Cyclin-dependent kinase 5 (Homo sapiens) + Cyclin-dependent kinase 5 activator 1 (Homo …; inhibition, % at 10 µM; 330,000 tested, 0.01% active;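 active means highest replicate inhibition of at least 50% and at least 75% of replicates reaching 50%; inconclusive means only one of the two criteria met; inactive means both criteria failed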;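 further: plate controls were DMSO neutral control for no effect and GW8510 at 10 µM for full effect; many of its hits are not listed in these tables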
SR-BI HDL uptake: inhibitors of SR-BI mediated HDL lipid uptake, primary screen, ldlA[mSR-BI] cells, fluorescence, single point; 320,000 tested, 0.96% active; Scavenger receptor class B member 1 (Mus musculus), Q61009; inhibition, % at 12.5 µM; ldlA[mSR-BI] CHO cells, DiI-HDL uptake fluorescence, 3 h;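 active means mean replicate inhibition of at least 70% and a set share of replicates each scoring 70 or more; inconclusive means meets just one of the two criteria; inactive means fails both criteria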;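 further: 0% = median of neutral control wells and 100% = median of positive control wells; values of inactives mirror those of a sister screen read the other way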
Target sequence (Q61009 whole entry, looked up): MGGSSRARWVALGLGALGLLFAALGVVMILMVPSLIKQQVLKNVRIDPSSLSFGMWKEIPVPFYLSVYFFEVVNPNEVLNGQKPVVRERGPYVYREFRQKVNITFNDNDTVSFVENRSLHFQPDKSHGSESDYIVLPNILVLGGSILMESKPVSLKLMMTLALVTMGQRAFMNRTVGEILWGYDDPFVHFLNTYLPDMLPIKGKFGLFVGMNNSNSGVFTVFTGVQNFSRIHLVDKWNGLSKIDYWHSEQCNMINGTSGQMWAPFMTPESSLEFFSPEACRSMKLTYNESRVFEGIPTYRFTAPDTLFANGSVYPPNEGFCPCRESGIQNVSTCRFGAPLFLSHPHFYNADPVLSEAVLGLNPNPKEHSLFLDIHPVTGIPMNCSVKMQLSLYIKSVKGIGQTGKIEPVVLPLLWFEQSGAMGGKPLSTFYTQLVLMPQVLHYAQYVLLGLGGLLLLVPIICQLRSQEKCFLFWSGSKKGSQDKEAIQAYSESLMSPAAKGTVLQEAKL
dFosB act: activators of delta FosB homodimer, primary screen, biochemical, fluorescence polarization, TAMRA-CDK5 oligo, single point | activation, % at 25 µM | purified delta FosB; percent of positive-control signal above neutral wells | 340,000 tested, 0.99% active | AID 493131, 2011;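 active means mean activation above about 17%, with every replicate also reaching it, limit read from the data, passing the limit was not always enough; inconclusive means only one of the two conditions met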;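 further: fluorescence polarization rise as delta FosB binds a TAMRA Cdk5 AP-1 oligo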
Target sequence (P13346 whole entry, looked up): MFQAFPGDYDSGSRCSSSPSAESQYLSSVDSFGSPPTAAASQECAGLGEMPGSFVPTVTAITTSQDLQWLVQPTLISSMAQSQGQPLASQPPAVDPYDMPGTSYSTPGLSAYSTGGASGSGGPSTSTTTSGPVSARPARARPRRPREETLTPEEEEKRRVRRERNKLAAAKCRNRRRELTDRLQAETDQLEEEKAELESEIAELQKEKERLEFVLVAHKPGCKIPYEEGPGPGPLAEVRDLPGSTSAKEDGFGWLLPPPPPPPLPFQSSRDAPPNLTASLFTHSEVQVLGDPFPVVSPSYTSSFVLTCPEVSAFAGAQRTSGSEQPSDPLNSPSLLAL
V-ATPase pHluor: regulators of yeast V-ATPase proton pumping, primary screen, pHLuorin cytosolic pH fluorescence. response, % at 10 µM. 350,000 tested, 0.37% active. AID 504577, 2011. S. cerevisiae; in the data active means response mostly above about 7.3%, no sharp cut-off; inactive means mostly below about 5.4%; further: actives read high; inactives centre near 0; some compounds called inactive have numbers as strong as hits; reference of the scale not given here
An asterisk follows results filed as active; ? = inconclusive; nt = not tested or not shown.

SMILES	MITF act	Wnt bcat act	PvdQ acylase	HTR5A ag	HTR5A inv ag	NSD2 HMT inh	CDK5 p35 inh	SR-BI HDL uptake	dFosB act	V-ATPase pHluor
COc1ccc(CN2C(=O)[C@H]3Cc4c([nH]c5ccccc45)C(C)(C)N3C2=O)cc1	-11.1	-1.5	-2.0	-4.0	-26.6	nt	1.0	42.7	-2.7	7.9
CC(Nc1ccc(Cl)cc1)c1cc(Cl)ccc1O (centres undefined)	-4.7	nt	-7.9	2.8	-8.2	1.6	0.4	-373.1	-5.0	0.0
CCOC(=O)c1nnn(CC(=O)Nc2cc(Cl)ccc2C)c1C(=O)OCC	0.3	-1.9	0.0	0.9	4.5	0.7	1.1	5.1	-6.8	5.1
COc1ccc(C(=O)N/C(=C\c2ccc3c(c2)OCO3)C(=O)Nc2cccc(C(=O)O)c2)cc1	-7.3	-0.2	8.5	1.9	7.3	2.9	0.5	-6.8	-7.7	2.4
COc1ccccc1CNC(=O)/C=C/c1ccc(S(=O)(=O)NCc2ccco2)cc1	1.3	-1.2	-12.3	-3.8	15.3	-1.3	0.1	50.1	-4.2	0.2
Cc1onc(-c2ccccc2)c1C(=O)c1c[nH]c(C(=O)NCCCN2CCOCC2)c1	-9.2	-3.2	?	0.7	-1.9	-1.7	0.0	-12.5	-9.7	3.5
COc1ccc(C2C(C#N)=C(SC)NC3=C2C(=O)CC(C)(C)C3)cc1 (centres undefined)	nt	-3.4	-3.8	-4.3	14.2	25.7	-0.2	-18.4	-1.4	-2.3
CC12CCC(=O)C=C1C(O)CC1C2CCC2(C)C1CCC2(O)C(=O)CO (centres undefined)	-1.4	-5.1	14.2	0.4	-1.7	-0.1	-0.5	-20.2	3.9	-1.9
O=C(CN(Cc1ccc(F)cc1)C(=O)c1csnn1)NC1CCCC1	-7.0	-2.1	0.4	3.5	-10.1	0.5	0.1	-3.9	-5.7	-8.7
Cn1c(N)c(C(=O)COC(=O)CNS(=O)(=O)c2cccc(Cl)c2)c(=O)n(C)c1=O	10.4	-2.9	1.6	4.2	-27.3	-2.2	-1.3	-50.5	-3.0	-1.5
CCCCC(=O)NC(=S)Nc1cccc(C(=O)O)c1	-0.8	-0.1	-17.3	-2.7	-4.6	-3.5	-0.4	-12.0	6.0	7.2
c1nnc(-c2ccc3c(c2)OCO3)o1	5.5	-1.9	-10.5	0.8	19.9	-5.3	0.4	-4.5	0.3	3.0
CN(c1ccc(C(=O)Nc2cccnc2)cc1)S(=O)(=O)c1ccccc1	5.2	-3.4	-4.6	-1.7	7.5	-6.5	-1.7	nt	-2.3	-1.8
O=C(O)COc1ccc(/C=N/O)cc1Br	-6.1	-2.0	-6.7	1.3	-22.2	0.5	-0.2	-14.3	-0.7	0.5
CCNC(=S)N1CCN(CCN=CC2=C(O)CC(c3cccs3)CC2=O)CC1 (centres undefined)	-8.2	nt	7.0	0.6	-10.1	-3.2	-0.6	-15.5	-2.5	0.6
O=C(COC(=O)Cc1ccc(Br)cc1)NC1CCCCC1	8.3	0.1	11.8	-1.5	3.8	-5.5	1.3	-0.1	-0.9	0.1
COc1ccc(N2CCN(C(=O)CCNC(=O)c3ccc(Br)cc3)CC2)cc1	-3.1	-3.6	13.0	0.2	-13.8	2.3	1.3	6.9	-4.6	-3.7
Cc1cc(C)c(NC(=O)CSc2nncn2-c2cccnc2)c(C)c1	9.2	-11.0	-5.9	-2.8	7.1	-8.6	-2.0	-5.8	-11.7	1.5
CCOc1ccc(-c2n[nH]c(C)c2-c2ccccc2OC)c(O)c1	-11.0	-5.3	-6.2	6.9	-24.4	-3.4	-2.2	2.8	-0.5	-0.8
Cc1ccccc1NC(=O)c1ccccc1NC(=O)c1ccccc1F	-1.4	-2.2	-16.4	3.0	-10.9	-0.8	0.8	23.4	-7.2	-1.6
O=C(O)C1CCCCC1C(=O)NCCC(c1ccccc1)c1ccccc1 (centres undefined)	nt	2.8	-8.7	1.7	0.8	25.5	-0.1	-8.9	-0.6	3.3
Cc1cc(C)n(C(=O)/C(C#N)=N/Nc2cc(Cl)cc(Cl)c2)n1	-32.2	nt	-10.5	10.5*	9.0	8.8	-1.0	2.9	-12.1	-2.1
C=CCN(CC=C)C(=O)c1cc2ccccc2c(=O)o1	5.5	nt	7.0	1.1	7.9	0.1	1.5	-7.9	8.2	-1.0
C=CCOc1cccc(C(=O)N2CCCC(CCC(=O)NCc3ccccc3F)C2)c1 (centres undefined)	33.5	-4.2	-8.7	1.4	-4.0	-2.6	-0.3	38.0	1.0	-2.1
CC(C)(C)c1ccc(-c2nnc(SCCN3C(=O)c4ccccc4C3=O)o2)cc1	14.7	nt	-5.4	6.2	-18.2	-2.7	0.6	-6.8	-12.2	-3.5
Fc1ccc(C2c3[nH]c4ccccc4c3CCN2Cc2cccn2-c2ncccn2)cc1 (centres undefined)	0.4	8.2	-14.0	0.7	0.0	4.7	-3.5	62.2	11.0	0.0
Cc1cc(Br)cc(Cl)c1OC(=O)c1cnccn1	-2.4	-1.7	-11.1	4.9	-14.0	-2.1	-2.0	nt	-4.5	1.2
Cc1ccc(S(=O)(=O)N(C)c2c(C)ccc(S(=O)(=O)Nc3ccncc3)c2C)cc1	-13.5	-2.8	-33.3	1.6	-28.8	-0.8	0.5	13.9	-6.6	-2.6
Cc1ccc(OCCCn2cc(C#N)c3ccccc32)cc1	11.2	nt	-16.4	0.6	-13.6	3.2	-0.3	45.8	-1.5	0.1
COc1ccc(OC)c2c(C)cc(N3CCCN(C)CC3)nc12	3.6	nt	-16.3	-2.2	1.8	nt	-1.1	-15.5	-1.9	1.7
CCOc1ccc(NS(=O)(=O)c2cc(NC(=O)CCNC(=O)c3ccco3)ccc2OC)cc1	-0.9	-1.2	-0.7	-1.6	8.9	-1.0	0.4	-14.5	-14.3	-1.6
CCN1CCN(CCCNC(=O)c2ccc3c(c2)N(Cc2ccc(C)cc2)CCS3)CC1	-11.9	nt	-11.6	0.7	-2.8	23.9	1.8	34.8	-0.1	8.0
CC1C(=O)Nc2ccc(S(=O)(=O)N3CCN(c4cccc(Cl)c4)CC3)cc2NC1=O (centres undefined)	1.6	-0.6	-15.7	0.7	-2.2	nt	-0.9	0.4	1.2	9.9
Cc1onc(-c2ccccc2Cl)c1C(=O)Nc1cccc2nsnc12	nt	nt	-0.7	-1.5	5.3	-5.0	-0.8	18.8	0.7	-2.9
COc1cccc(CNC(=O)COC(=O)c2nn(C)c(=O)c3ccccc23)c1	1.3	-0.1	4.6	2.1	-8.1	-0.3	1.3	-13.1	-18.4	5.3
Cc1nc(-c2cccc(NC(=O)C(C)Oc3ccccc3)c2)cs1 (centres undefined)	5.2	-1.8	-13.4	5.7	-13.7	0.6	-0.7	-1.7	-12.3	3.2
CCOC(=O)[C@@H]1[C@H]2COc3ccc(Br)cc3[C@@H]2N2C(=O)N(c3ccc(C(F)(F)F)cc3)C(=O)[C@@]12C	-0.7	-1.2	-8.1	-1.1	-6.4	nt	0.3	-17.0	-1.7	14.1
O=C(O)CCCC(=O)Nc1nc(-c2ccccc2)cs1	-0.7	-1.3	-4.8	-3.6	9.0	-1.5	-1.0	nt	-10.0	-4.2
CC1CCc2c(sc(NC(=O)COC(=O)c3ccc(O)cc3)c2C#N)C1 (centres undefined)	3.7	-1.2	15.5	1.4	-4.0	-0.7	1.2	17.9	4.8	-5.5
O=C(NCCc1ccc(Cl)cc1)C1CCC(=O)N1C1CCCC1 (centres undefined)	-1.2	nt	-6.0	0.1	28.2	-1.0	-0.6	-19.6	-0.1	4.8
Cc1sc(NC(=O)C2=COCCO2)c(C#N)c1C	52.9	24.6	0.6	-4.8	15.5	0.8	-0.6	-172.3	3.8	0.8
COc1cccc(CNC(=O)c2cc(C)nc3ccccc23)c1	-2.2	-1.0	-2.7	0.7	-1.8	-1.9	-1.0	nt	-3.7	3.9
CCCCCc1ccc(-c2cn(Cc3ccc([N+](=O)[O-])cc3)nn2)cc1	21.5	nt	-13.8	0.4	-37.1	nt	1.0	10.8	0.4	-6.9
COc1cccc(C(=O)/C=C/Nc2cc(C)ccc2O)c1	63.6	nt	-1.5	2.6	-2.7	0.0	-2.5	92.1*	-5.5	-1.6
CN1CCN(C(=S)NC(=O)c2ccc(C(C)(C)C)cc2)CC1	10.6	-2.1	5.9	-4.2	-23.6	-1.4	0.4	-21.6	0.1	-1.8
O=C(COc1ccccc1[N+](=O)[O-])N/N=C/c1cccs1	9.4	nt	-3.4	0.1	-7.3	2.0	-0.8	-1.0	8.8	-0.4
CC(C)(C)OC(=O)N1Cc2ccccc2C[C@H]1C(=O)N1CCC[C@H]1C(=O)O	-2.4	-1.1	-15.4	-2.5	9.2	-3.0	-0.8	-13.1	1.3	4.4
N#Cc1cn(-c2ccccc2)nc1-c1ccccc1	2.2	-2.0	-16.5	7.7	-20.1	1.0	-4.9	11.9	-14.2	4.6
Cn1cnnc1SCC(=O)Nc1cc(S(=O)(=O)N2CCCCCC2)ccc1Cl	-8.6	nt	16.9	1.1	-23.3	0.0	0.2	40.8	-7.6	0.3
COc1ccc2c(c1)[nH]c1c(=O)n(CCCN3CCOCC3)cnc12	9.1	nt	-4.2	-2.4	-7.2	0.4	-0.6	-5.1	-4.9	-4.2
CN(CCOc1ccc(Cl)cc1)C(=O)c1cc(-c2ccco2)nc2ccccc12	-8.4	-1.8	-9.1	3.9	-2.8	nt	0.0	11.5	-18.1	0.1
O=C(CSc1ccccc1F)NCCN1C(=O)CSC1=O	14.4	1.4	-6.6	-1.9	4.7	3.0	-2.0	-1.5	-12.1	-1.0
FC(F)(F)c1cnc(-n2cc[nH]c2=S)c(Cl)c1	4.9	nt	-4.3	-5.1	11.2	0.0	0.1	-11.0	1.4	0.4
CCSc1nnc(-c2ccc(C)cc2)c2ccccc12	3.7	-3.2	2.6	-2.3	25.9	-1.5	0.9	40.8	-10.3	2.0
CCCNC(=O)[C@@H]1CCCN1C(=O)[C@@H]1Cc2ccccc2CN1	-0.6	1.7	25.2	1.0	-3.9	-2.1	-0.6	10.1	4.9	-0.7
COc1ccc([C@H]2CC(=O)C=C(c3cc(Cl)ccc3OC)C2)cc1	-16.9	-6.7	-13.4	1.9	-5.1	nt	-0.9	38.2	-5.8	-3.2
O=C(/C=C/c1ccc2c(c1)OCO2)NCc1ccc(F)cc1	14.7	1.3	1.4	3.4	9.3	0.3	-1.8	3.2	-5.1	-0.3
COc1ccccc1N1CCN(c2ccc3cc(S(=O)(=O)N4CCCCC4)ccc3n2)CC1	-24.8	-3.2	-12.3	0.2	-11.7	-3.6	0.0	9.4	-7.8	1.4
